# From PubChem BioAssay
# CXCR6 block: inhibitors of human CXCR6 receptor | O00574 | CHO-K1 PathHunter CXCR6 beta-arrestin, luminescence | inhibition, % at 20 µM | 360,000 compounds, 0.36% hits | AID 602244; in the data active = inhibition above about 34%, passing the limit was not always enough;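 note: antagonist mode with CXCL16 agonist at 10 nM final; 0% = 10 nM CXCL16 with DMSO and 100% = unstimulated wells without agonist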
# APJ antag: APJ receptor antagonism. P35414. CHO-K1 APJ beta-arrestin complementation, luminescence. inhibition, % at 20 µM. 330,000 compounds, 0.32% hits;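 active = inhibition above about 40% at 20 µM, limit read from the data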;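 note: cells challenged with 10 nM apelin-13 agonist together with compound; plate controls were apelin-13 plus DMSO wells for no effect and DMSO wells lacking apelin-13 for full effect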
# APJ agonist: activates the human apelin receptor APJ; CHO-K1 APJ PathHunter beta-arrestin, luminescence; 0% DMSO wells, 100% apelin; activation, % at 20 µM; 330,000 compounds, 0.11% hits; AID 2520;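 active = activation more than six SD over the plate average, tested at 20 µM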;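 note: 0% = DMSO alone and 100% = apelin-13 at 10 nM; some results filed as inactive read as strong as hits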
#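 Test system: CHO-K1 APJ beta-arrestin complementation cell line | Compound: Single test compound dose, 20 µM final, 1% DMSO | Incubation: Compound 90 min 25 °C, reagent 1 h | Measured by: beta-gal luminescence | Read-out basis: APJ–arrestin association signal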
# EBI2 block: EBI2 (human) antagonism; P32249; inhibition, % at 5 µM; 360,000 compounds, 0.81% hits; EBI2 beta-arrestin recruitment, luminescence, 7a,25-OHC stimulated; in the data active = inhibition above about 38%;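 note: enzyme fragment complementation signal reports receptor beta-arrestin coupling in cells; 0% = agonist plus DMSO wells and 100% = wells without agonist; some results beyond the cut were filed as inactive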
# Target sequence (P32249 whole entry, looked up, the tested form may be a part): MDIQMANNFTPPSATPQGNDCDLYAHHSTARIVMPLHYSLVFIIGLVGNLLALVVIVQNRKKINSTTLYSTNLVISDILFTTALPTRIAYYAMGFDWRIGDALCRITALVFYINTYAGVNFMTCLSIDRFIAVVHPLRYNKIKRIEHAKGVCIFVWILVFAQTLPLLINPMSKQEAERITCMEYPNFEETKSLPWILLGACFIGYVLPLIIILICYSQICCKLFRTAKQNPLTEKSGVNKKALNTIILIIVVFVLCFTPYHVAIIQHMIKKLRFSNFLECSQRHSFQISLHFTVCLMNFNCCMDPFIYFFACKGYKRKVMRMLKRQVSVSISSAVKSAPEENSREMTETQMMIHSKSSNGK
# ATG4B inhibitor: blocks human ATG4B protease cleavage of LC3 substrate. Q9Y4P1. ATG4B cleavage of LC3-PLA2, NBD-HPC fluorescence, 1 h. inhibition, % at 8.33 µM. 340,000 compounds, 0.51% hits; in the data active = inhibition above about 40%
# Target sequence (Q9Y4P1 whole entry, looked up): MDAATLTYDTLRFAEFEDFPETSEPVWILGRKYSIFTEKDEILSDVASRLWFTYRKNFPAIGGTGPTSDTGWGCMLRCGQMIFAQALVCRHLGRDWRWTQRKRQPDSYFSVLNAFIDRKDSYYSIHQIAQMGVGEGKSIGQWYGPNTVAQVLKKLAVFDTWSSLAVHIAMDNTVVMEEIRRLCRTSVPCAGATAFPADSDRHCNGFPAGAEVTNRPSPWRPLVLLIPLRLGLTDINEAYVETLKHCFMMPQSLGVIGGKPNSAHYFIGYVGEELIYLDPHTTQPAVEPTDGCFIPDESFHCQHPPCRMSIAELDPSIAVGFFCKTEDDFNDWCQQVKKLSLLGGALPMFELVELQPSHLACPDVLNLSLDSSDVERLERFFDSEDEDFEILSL
# Gli-Sufu block: antagonists of Gli-Sufu signaling | inhibition, % at 5 µM | 340,000 compounds, 0.74% hits | Sufu-KO-LIGHT fibroblasts, Gli luciferase reporter luminescence;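 active = inhibition above about 55%, limit read from the data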;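 note: 0% = DMSO-treated cells and 100% = wells with medium but no cells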
# CCR6 antagonist: CCR6 (human) receptor antagonism. P51684. CHO-K1 CCR6 PathHunter beta-arrestin, luminescence, CCL20-stimulated. 340,000 compounds, 0.49% hits. inhibition, % at 20 µM;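 active = compounds whose inhibition of the agonist-driven luminescence signal at 20 µM reaches about 50%, limit read from the data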;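 note: cells stimulated with CCL20 at 14 nM final; plate controls were DMSO with CCL20 for no effect and DMSO without agonist for full effect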
# UBC13 polyUb: blocks human UBC13 polyubiquitin chain formation; P61088; TR-FRET; inhibition, % at 20 µM; 330,000 compounds, 0.47% hits; AID 485273; in the data active = inhibition above about 45%, passing the limit was not always enough
# Target sequence (P61088 whole entry, looked up): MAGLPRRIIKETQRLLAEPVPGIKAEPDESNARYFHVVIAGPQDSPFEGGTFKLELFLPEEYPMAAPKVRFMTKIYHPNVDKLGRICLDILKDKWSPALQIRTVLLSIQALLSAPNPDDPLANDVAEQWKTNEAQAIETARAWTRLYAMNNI
# Starred values were filed as active, the others as inactive; · = not tested or not shown.
SMILES,CXCR6 block,APJ antag,APJ agonist,EBI2 block,ATG4B inhibitor,Gli-Sufu block,CCR6 antagonist,UBC13 polyUb
O=C(Nc1ccc(OC(F)(F)F)cc1)NC1CCC(Oc2ccc(C(=O)O)cc2)CC1 (configuration not stated),-6.3,-8.1,0.4,-2.7,-1.5,4.8,-1.1,3.2
N#Cc1cccc(S(=O)(=O)NCc2nnc3ccccn23)c1,-2.4,13.6,-3.2,-9.7,3.6,0.1,2.4,7.2
O=C(COC(=O)c1ccc(Cl)nc1)Nc1ccc2c(c1)OCCO2,-9.5,11.9,0.3,-5.0,-6.8,-1.8,-0.3,1.0
Cn1nc(SCC(=O)O)sc1=S,2.9,21.8,-2.0,-9.4,0.6,3.2,2.5,-14.8
COc1ccccc1CNC(=O)CN1CCN(c2ccc(C(C)=O)cc2)CC1,2.4,11.9,-1.2,-8.3,-10.0,23.2,8.6,0.6
Cc1c(NC(=S)N/C(=N/S(=O)(=O)c2ccc(Cl)cc2)c2ccccc2)c(=O)n(-c2ccccc2)n1C,9.4,-17.1,-5.7,2.1,-4.3,1.4,20.3,3.0
Cc1cc(-c2nnc(CCC(=O)NC(C)c3ccccc3Cl)o2)no1 (configuration not stated),0.0,13.4,-0.2,-8.3,5.7,3.8,1.2,-5.4
Cc1ccccc1C(=O)Nc1cc(S(=O)(=O)N2CCOCC2)ccc1N1CCN(C)CC1,0.8,-33.1,-2.5,-5.3,-1.8,-1.8,2.6,-6.0
COc1ccc(NC(=O)C2C3CCC4C(CCC32)C4(Cl)Cl)cc1 (configuration not stated),6.0,-9.1,-2.8,12.3,3.8,-2.7,-7.9,8.4
Cc1csc(NC(=O)CSc2nc3ccccc3s2)n1,2.3,14.0,1.7,4.0,-3.8,3.6,14.4,-0.1
Cc1ccc(S(=O)(=O)N(CC(=O)c2ccccc2)C(=O)N2CCN(C)CC2)cc1,-7.9,-59.9,2.5,-7.0,-5.7,-8.9,-8.5,-5.8
Cc1cc(N2CC(C)OC(C)C2)n2cc(-c3ccccc3)nc2n1 (configuration not stated),-1.5,-11.5,-2.4,-1.9,-2.1,5.8,6.5,7.3
Cn1nc(C(C)(C)C)c([N+](=O)[O-])c1C(=O)N1CCCCCC1,-0.5,19.6,-3.2,-6.3,-8.2,0.2,0.8,0.2
O=C1/C(=C/c2ccco2)Oc2c1ccc(O)c2CN1CCCCC1,10.9,15.9,-0.6,-7.7,-3.6,6.0,10.0,1.7
COc1ccc(S(=O)(=O)N2CCCC2C(=O)NCC(=O)Nc2cccc(Cl)c2C)cc1 (configuration not stated),-16.3,1.6,-0.7,-5.3,-10.3,-6.0,20.9,4.6
Cc1cc(C)n(CC(=O)NC2CCCc3c2cnn3-c2ccc(C)c(C)c2)n1 (configuration not stated),2.6,2.6,4.6,3.6,-4.5,-20.1,9.2,-6.0
CCOc1ncccc1C(=O)OCC(=O)N1c2ccccc2CC1C (configuration not stated),9.3,-11.6,0.3,3.2,4.9,0.4,8.2,-4.3
O=C(Nc1cc(F)ccc1F)C1CCCO1 (configuration not stated),4.0,15.0,-3.6,-8.1,-2.2,-0.6,-4.5,-17.2
CN1CCN(S(=O)(=O)c2cccc(C(=O)NCCOc3ccccc3)c2)CC1,4.7,16.7,-3.9,5.0,-3.6,-1.4,-5.0,2.4
Cc1cc(C)cc(C(=O)OCC(=O)NCc2cccs2)c1,-17.1,-4.1,-1.7,2.1,0.4,-9.7,16.8,8.8
CC(O)C(NS(=O)(=O)c1ccc(Cl)cc1)C(=O)OCc1cc([N+](=O)[O-])cc2c1OCOC2 (configuration not stated),3.2,-18.6,-4.9,3.1,11.2,-5.6,19.2,-8.1
O=C(CN1CCc2ccccc21)NN1CC(=O)N(c2ccccc2)CC1=O,-1.3,1.5,-3.5,-13.6,7.4,-4.1,-1.0,8.1
COc1ccc(OCCNS(=O)(=O)c2ccc3oc4ccccc4c3c2)cc1,0.9,11.5,1.9,4.8,-12.7,1.5,9.8,3.2
Cc1nc(CS(=O)c2ccc(Cl)cc2)cc(NCc2ccc(Cl)cc2Cl)n1 (configuration not stated),-3.9,5.8,-6.0,27.9,19.9,6.0,2.3,2.1
Cc1c(NC(=O)NC(C)N2C(=O)C3C4C=CC(C4)C3C2=O)c(=O)n(-c2ccccc2)n1C (configuration not stated),8.9,4.0,1.1,3.0,7.3,4.0,-8.0,-3.6
CC1CCCCN1CCCNc1ccc(C(CC(N)=O)NC(=O)Cc2ccc(Cl)cc2)cc1[N+](=O)[O-] (configuration not stated),-6.3,7.5,3.2,-1.7,-0.1,-0.2,7.9,-23.8
CCOc1ccc(N(CC(=O)NCc2ccco2)C(=O)CCC(=O)Nc2ccccn2)cc1,0.2,0.7,0.5,-4.0,-0.5,4.9,-0.1,2.1
CC(C)(C)N1CC(c2nc3ccccc3n2CCOc2ccccc2)CC1=O (configuration not stated),-15.1,-7.2,-3.0,7.2,-8.8,19.4,19.1,-2.3
COC(=O)c1c(C)oc2ccc(OC(=O)N3CCOCC3)cc12,-7.5,9.5,13.2,-11.4,12.4,-0.4,-1.1,0.1
O=C(NN1C(=O)c2ccccc2NC1c1ccccn1)c1ccc(Br)cc1 (configuration not stated),6.9,-2.1,-6.0,1.9,-3.5,-19.0,17.0,13.3
Cc1cc(OC(=O)c2cc([N+](=O)[O-])ccc2Cl)c([N+](=O)[O-])c(=O)[nH]1,-3.9,13.1,-2.2,0.0,3.2,8.9,2.4,-0.8
CC1(C)CC2CC(C)(CN2C(=O)Cc2ccccc2)C1 (configuration not stated),2.2,2.9,-6.7,10.2,-4.3,7.1,0.3,4.9
O=C(Cc1ccc(Cl)cc1)N/N=C/c1ccccc1,-11.1,7.8,-0.1,10.3,-5.8,-2.7,-3.1,0.0
O=C(NCC(NS(=O)(=O)OCC(Cl)(Cl)Cl)c1ccccc1)C(F)(F)F (configuration not stated),-1.2,-87.8,-0.5,-10.4,-9.8,-11.1,2.0,0.7
Cc1nn(C)c(C)c1NC(=O)c1ccccc1NC(=O)Nc1ccccc1,-1.1,11.0,-1.9,-0.2,-7.2,1.6,6.4,5.8
O=C(N[C@H]1CCC(=O)N([C@H](CSc2ccccc2)Cc2ccccc2)CC1)OCc1ccccc1,11.7,5.9,-7.3,13.5,-8.1,9.2,16.4,10.2
O=C(c1ccc2nc(Cc3cccc(Cl)c3)oc2c1)N1CCC(O)CC1,-3.3,6.2,-2.6,-8.2,-3.8,7.8,2.7,4.1
COc1ccccc1CNCC(=O)Nc1ccc(C(F)(F)F)cc1,-1.3,10.3,3.0,1.0,-4.8,-5.6,-0.7,3.7
O=C(C1CCCCN1S(=O)(=O)c1ccccc1)N1CCN(Cc2ccccc2)CC1 (configuration not stated),3.8,-0.7,-2.5,-2.9,-13.8,-2.5,1.0,2.2
CCOc1ccc(N2CC(C(=O)Nc3c(C)n(C)n(-c4ccccc4)c3=O)CC2=O)cc1 (configuration not stated),-7.9,5.8,-3.7,4.0,-2.2,-6.1,2.3,-9.0
CCCCN(CC)S(=O)(=O)c1ccc2c(c1)CCCN2C(C)=O,-12.1,2.6,-4.0,-1.7,-10.0,4.7,3.3,4.3
CC(C)(C)n1nnnc1C(c1cccnc1)N1CCN(c2ccccc2F)CC1 (configuration not stated),5.2,19.8,-3.2,-3.6,-13.4,35.3,-2.3,6.8
CCCCCCOc1ccc(N2C(=O)CC(N(CCc3ccc(S(N)(=O)=O)cc3)C(C)=O)C2=O)cc1 (configuration not stated),-9.4,-40.2,-3.5,-1.5,-19.1,-6.1,-10.0,-1.5
CC1=CC(C)[C@@H]2COC(c3ccc(O)cc3)[C@H]1C2C (some centres not stated),-4.3,3.7,-4.9,11.4,-5.2,5.3,10.6,-1.5
CCOC(=O)c1sc(NC(=O)CSc2nc(-c3ccco3)cc(C(F)(F)F)n2)c(C#N)c1C,-2.1,3.2,4.8,0.5,-1.4,4.5,-7.4,-15.8
CC1CCCCC1NC(=O)CSc1nnc(COc2ccc(Cl)cc2)o1 (configuration not stated),-2.2,4.3,-1.6,20.4,5.7,-29.7,0.9,5.7
CC(C)CC1C(=O)N(Cc2cn(CC3CCCCC3)nn2)CCS(=O)(=O)N1Cc1ccc(-c2cccc(C#N)c2)cc1 (configuration not stated),11.3,·,·,26.9,0.9,4.5,4.3,·
COc1ccc(Cn2c(C3CCCCC3)nc3c(c(=O)c4ccccc4n3C)c2=O)cc1,·,24.8,-5.2,·,-7.8,3.8,30.7,30.4
O=C(NCC(=O)N1CCN(Cc2c(F)cccc2Cl)CC1)c1cccc(Cl)c1,-7.7,-38.1,-4.3,6.9,-1.8,-18.6,8.0,1.0
COc1ccccc1-c1nnc(SCC(=O)Nc2ccc(S(N)(=O)=O)cc2)n1N,-3.7,-8.9,0.0,-5.0,8.3,-6.7,13.5,-1.5

# Fetched by structure from the entries so far, 3 records:
SMILES,CXCR6 block,APJ antag,APJ agonist,EBI2 block,ATG4B inhibitor,Gli-Sufu block,CCR6 antagonist,UBC13 polyUb
COc1ccc(Cn2c(C3CCCCC3)nc3c(c(=O)c4ccccc4n3C)c2=O)cc1,·,24.8,-5.2,·,-7.8,3.8,30.7,30.4
CCCCN(CC)S(=O)(=O)c1ccc2c(c1)CCCN2C(C)=O,-12.1,2.6,-4.0,-1.7,-10.0,4.7,3.3,4.3
CC(C)CC1C(=O)N(Cc2cn(CC3CCCCC3)nn2)CCS(=O)(=O)N1Cc1ccc(-c2cccc(C#N)c2)cc1 (configuration not stated),11.3,·,·,26.9,0.9,4.5,4.3,·

# The list goes on.
SMILES,CXCR6 block,APJ antag,APJ agonist,EBI2 block,ATG4B inhibitor,Gli-Sufu block,CCR6 antagonist,UBC13 polyUb
Cc1csc(SCC(=O)N(c2ccccc2)C(C)C)n1,3.1,-20.6,-5.1,10.6,17.1,-8.5,13.7,-7.8
COc1ccc(CC(=O)N(C)C2CCCCC2)cc1S(=O)(=O)N1CCOCC1,-11.5,3.0,-3.4,-3.2,-4.3,4.0,2.1,15.3
O=C1c2cc(Cl)ccc2OC2(CCNCC2)C12CC(c1ccc(Cl)cc1)=NO2 (configuration not stated),-5.2,13.2,7.7,-20.9,-1.0,14.6,3.3,48.4*
O=C(c1cc(=O)c2cc(Cl)ccc2o1)N1CCN(Cc2ccccc2)CC1,6.6,10.8,-3.9,93.0*,3.2,7.9,-2.2,-5.7
COC(=O)CN(c1nc(C)c(Cl)c(OC)n1)S(=O)(=O)c1ccc(C)cc1,-0.3,4.0,-1.3,13.2,11.3,-2.9,11.0,0.3
NNc1nc(C(F)(F)F)nc2ccccc12,-1.4,-36.3,0.7,-8.8,-1.6,6.7,5.9,-11.1
COc1ccccc1NC(=O)Nc1nc(C(C)(C)C)cs1,-6.0,-5.0,-1.7,0.1,5.2,-19.8,0.6,53.2*
COCCNC(=O)CSc1ccc(-c2nc3ccccc3[nH]2)cn1,0.0,-7.2,3.0,-3.0,4.4,-1.4,-9.8,0.1
COc1ccc(S(=O)(=O)N2CCCCCC2)cc1C(=O)N(C)CC(=O)Nc1ccc(Cl)c(Cl)c1,-5.5,-61.9,-8.2,14.7,-6.3,17.0,12.8,1.5
COCCCNC(=S)NNC(=O)c1cc(-c2cccnc2)nc2ccccc12,12.9,-7.4,2.9,-5.7,-8.7,-4.0,22.7,-1.6

# Complete entries, quoted from the list.
# COC(=O)CN(c1nc(C)c(Cl)c(OC)n1)S(=O)(=O)c1ccc(C)cc1 is entered as CXCR6 block = -0.3; APJ antag = 4.0; APJ agonist = -1.3; EBI2 block = 13.2; ATG4B inhibitor = 11.3; Gli-Sufu block = -2.9; CCR6 antagonist = 11.0; UBC13 polyUb = 0.3
# NNc1nc(C(F)(F)F)nc2ccccc12 is entered as CXCR6 block = -1.4; APJ antag = -36.3; APJ agonist = 0.7; EBI2 block = -8.8; ATG4B inhibitor = -1.6; Gli-Sufu block = 6.7; CCR6 antagonist = 5.9; UBC13 polyUb = -11.1
